proCasp7 act = activates human procaspase-7, counter-screen for procaspase-3 activators. P55210. recombinant procaspase-7, Ac-DEVD-pNA absorbance 405 nm; D23A/D198A/D206A triple mutant, cannot self-cleave; scale: DMSO 0, 5 µM enzyme 100. activation, % at 8.5 µM. hit rate 0.093% among 330,000. AID 463210;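 active means percent activation above the screen-wide mean plus 3 SD, cut at about 25% in these data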
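Replicates: singlicate. Assay system: Procaspase-7 triple mutant (PC-7 D3A). Signal: 405 nm absorbance of p-nitroaniline. Times: 1 h preincubation, 2 h reaction. Buffer or medium: Zinc-free HEPES pH 7.4 with 300 mM NaCl, 0.01% Triton X-100. Also added: DEVD-pNA substrate. Benchmarks: DMSO wells as 0%, DMSO with 5 µM added PC-7 as 100%.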
AHR activator = activates the human aryl hydrocarbon receptor | AID 2796 | P35869 | AHR-responsive luciferase reporter cells, luminescence | activation, % at 5 µM | hit rate 2.5% among 320,000; in the data active means activation above about 47%;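 further: 0% = vehicle wells and 100% = reference agonist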
Target sequence (P35869 whole entry, looked up): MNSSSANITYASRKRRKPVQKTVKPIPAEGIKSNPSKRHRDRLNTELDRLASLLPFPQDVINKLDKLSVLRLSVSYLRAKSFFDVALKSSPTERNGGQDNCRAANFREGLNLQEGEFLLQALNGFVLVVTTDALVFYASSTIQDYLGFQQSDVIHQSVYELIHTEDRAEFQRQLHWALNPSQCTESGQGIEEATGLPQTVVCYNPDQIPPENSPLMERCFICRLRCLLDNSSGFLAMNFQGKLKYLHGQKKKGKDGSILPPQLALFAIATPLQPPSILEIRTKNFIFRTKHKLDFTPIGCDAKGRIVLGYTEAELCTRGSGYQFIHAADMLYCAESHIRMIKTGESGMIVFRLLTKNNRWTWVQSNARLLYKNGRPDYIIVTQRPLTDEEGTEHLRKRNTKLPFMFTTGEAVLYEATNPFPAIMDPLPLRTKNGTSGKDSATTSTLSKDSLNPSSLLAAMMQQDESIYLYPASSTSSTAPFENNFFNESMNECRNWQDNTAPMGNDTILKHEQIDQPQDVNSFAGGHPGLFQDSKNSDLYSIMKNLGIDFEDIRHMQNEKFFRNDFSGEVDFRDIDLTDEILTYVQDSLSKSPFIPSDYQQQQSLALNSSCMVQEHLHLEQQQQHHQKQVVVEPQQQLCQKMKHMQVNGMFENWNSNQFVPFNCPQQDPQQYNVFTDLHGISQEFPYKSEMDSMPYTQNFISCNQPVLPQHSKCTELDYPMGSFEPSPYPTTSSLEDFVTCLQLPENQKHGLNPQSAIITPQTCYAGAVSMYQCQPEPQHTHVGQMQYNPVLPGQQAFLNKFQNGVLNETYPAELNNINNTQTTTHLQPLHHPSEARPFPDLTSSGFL
LAP4-GFP MLPCN = modulators of TOR pathway LAP4-GFP in S. cerevisiae | S. cerevisiae LAP4-GFP multiplex, flow cytometry GFP, 3 h; median GFP as percent of DMSO wells | GFP response vs DMSO, % at 10 µM | hit rate 0.34% among 320,000 | AID 2023;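 active means GFP response vs DMSO above a set limit, about the screen mean plus 3 SD, cut at about 150% in these data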
ZTA DNA inh = ZTA (EBV) inhibition in EBNA-1 counter-screen; P03206; ZTA-DNA binding, fluorescence polarization; inhibition, % at 11 µM; hit rate 0.15% among 320,000; in the data active means inhibition above about 33%
proCasp3 act = activates human procaspase-3; hit rate 0.11% among 330,000; activation, % at 8.5 µM; recombinant procaspase-3 D3A, Ac-DEVD-pNA absorbance 405 nm;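 active means activation above the mean of all tested compounds plus 3 SD, cut at about 21% in these data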;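 further: 0% = DMSO alone and 100% = DMSO wells spiked with extra 5 µM PC-3 D3A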
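Assay system: Procaspase-3 D3A mutant, all three cleavage aspartates alanine. Buffer or medium: Zinc-free HEPES saline buffer with Triton X-100. Times: 1 h compound preincubation, 2 h substrate hydrolysis at 25 °C. Measured by: 405 nm absorbance of p-nitroaniline, reads at 0 and 120 min. Read-out basis: percent activation relative to control range. Replicates: singlicate.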
EBNA-1 inhibitor = blocks EBNA-1 binding to DNA. EBNA-1 DNA binding, fluorescence polarization. inhibition, % at 14.8 µM. hit rate 0.34% among 300,000; in the data active means inhibition above about 28%
MEP2 TOR yeast = modulators of TOR pathway MEP2-GFP in S. cerevisiae; S. cerevisiae MEP2-GFP strain, flow cytometry GFP, 3 h; 100% = DMSO control level; GFP response vs DMSO, % at 10 µM; hit rate 0.51% among 330,000; AID 2016;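 active means GFP response versus DMSO above a set limit, roughly screen mean plus 3 SD, cut at about 180% in these data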;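 further: median GFP fluorescence of the barcode-gated MEP2-GFP cells per well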
RPL19A-GFP yeast = yeast TOR pathway RPL19A-GFP modulation. S. cerevisiae RPL19A-GFP strain, flow cytometry, 3 h; stronger effect = lower value. percent response vs DMSO, % at 10 µM. hit rate 0.3% among 330,000. AID 2025;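 active means percent response vs DMSO below 50%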;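 further: median channel GFP fluorescence of the barcoded RPL19A-GFP strain; ratio of sample median GFP to plate DMSO average so 100% = DMSO; lower means less RPL19A-GFP as with rapamycin TOR inhibition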
The depositor's hits bear a star; . = not tested or not shown; & = joins results of further samples; [ ] = another dose, or the depositor's remark.

Values run as follows: RPL19A-GFP yeast, AHR activator, proCasp7 act, ZTA DNA inh, LAP4-GFP MLPCN, MEP2 TOR yeast, EBNA-1 inhibitor, proCasp3 act
> Cc1cccc(NC(=O)c2cn(-c3ccccc3)nc2-c2ccccc2)c1
 : 102, 29, 3, 20, 96, 104, 14, -3
> COc1ccc(S(=O)(=O)N2CCC(N3CCN(c4ccccc4)CC3)CC2)cc1
 : 101, 1, -6, -2, 97, 100, 8, 9
> COc1ccc(Nc2nc(-c3c[nH]c4ccccc34)cs2)cc1
 : 100, 76*, -8, 2, 94, 100, 4, -5
> O=C(NCCc1ccccc1)c1ccc(CS(=O)(=O)c2ccc(Cl)cc2)o1
 : 94, 4, -9, -18, 102, 93, -9, 3
> COC(=O)[C@H](C)NC(=O)Nc1cccc(C)c1
 : 92, 1, 8, 0, 78, 74, 0, 10
> O=C(O)c1ccc2c(c1)C(=O)N(c1ncccn1)C2=O
 : 103, 3, 13, 15, 89, 92, 4, -3
> CCCc1cc(=O)oc2cc(C)cc(OC(C)C(=O)NCCN3CCOCC3)c12 (stereo unspecified)
 : 104, 2, -5, -10, 106, 104, 4, 3
> CCc1ccc(OCc2nnc(SCCN3CCOCC3)n2CC)cc1
 : 97, -1, -14, -17, 104, 91, -3, 0
> COc1ccc(CCNC(=O)c2nc3ncccn3n2)cc1OC
 : 97, 0, -5, 8, 100, 101, 3, 0
> Cc1cccc(NC(=O)C2CCCN(S(=O)(=O)c3ccc(-n4cnnn4)cc3)C2)c1 (stereo unspecified)
 : 99, 2, 5, -11, 98, 107, -6, -8
> OC(CCCN1CCCCC1)(c1ccccc1)c1ccccc1
 : 96, -1, 2, 13, 104, 103, 9, 4
> CC(C)(C)CNC(=O)[C@]1(C)CCC[C@@]2(C)C3CC[C@@]4(C)C[C@]3(CCC21)CC4=O (stereo partly specified)
 : 96, 1, -4, -9, 100, 87, ., 15
> CC1(C)S/C(=N/N=C/c2cccs2)NC1=O
 : 92, 5, -2, -9, 96, 92, -2, 2
> CC(C)C1C(C#N)=C(N)Oc2n[nH]c(-c3ccc4ccccc4c3)c21 (stereo unspecified)
 : 95, 15, -3, 2, 90, 93, -9, -2
> N#Cc1sc2nc3c(c(-c4ccco4)c2c1N)CCCC3
 : 97, 1, 4, -5, 111, 107, 1, 19
> CNc1ccc(/C=C(\CCC(=O)O)c2nc3ccccc3s2)cc1[N+](=O)[O-]
 : 108, 2, -3, -24, 108, 116, -5, -5
> CC(C)(C)C(=O)CN1C(=O)NC(C)(Cc2ccc3c(c2)OCO3)C1=O (stereo unspecified)
 : 107, 5, 5, -3, 92, 108, -18, -7
> CC(C)(C)c1cc(-c2nc(N)nc(N)n2)cc(C(C)(C)C)c1
 : 104, -2, 5, -4, 100, 106, 5, 12
> COC(=O)c1ccc(Cc2ccc(C(=O)OC)o2)o1
 : 100, -2, -4, 12, 101, 105, -5, 12
> Cc1ccc(-c2nn(-c3ccccc3)cc2CO)cc1
 : 71[may fluoresce violet], 5, -6, -3, 88[may fluoresce violet], 221*[may fluoresce violet], -3, 11

Part of the list above, field by field:
OC(CCCN1CCCCC1)(c1ccccc1)c1ccccc1
  RPL19A-GFP yeast = 96; AHR activator = -1; proCasp7 act = 2; ZTA DNA inh = 13; LAP4-GFP MLPCN = 104; MEP2 TOR yeast = 103; EBNA-1 inhibitor = 9; proCasp3 act = 4

CC(C)(C)C(=O)CN1C(=O)NC(C)(Cc2ccc3c(c2)OCO3)C1=O (stereo unspecified)
  RPL19A-GFP yeast = 107; AHR activator = 5; proCasp7 act = 5; ZTA DNA inh = -3; LAP4-GFP MLPCN = 92; MEP2 TOR yeast = 108; EBNA-1 inhibitor = -18; proCasp3 act = -7

CC1(C)S/C(=N/N=C/c2cccs2)NC1=O
  RPL19A-GFP yeast = 92; AHR activator = 5; proCasp7 act = -2; ZTA DNA inh = -9; LAP4-GFP MLPCN = 96; MEP2 TOR yeast = 92; EBNA-1 inhibitor = -2; proCasp3 act = 2

(next part)
Values run as follows: RPL19A-GFP yeast, AHR activator, proCasp7 act, ZTA DNA inh, LAP4-GFP MLPCN, MEP2 TOR yeast, EBNA-1 inhibitor, proCasp3 act
> O=C(NCCOc1ccccc1)C(=O)c1c[nH]c2ccccc12
 : 93, -2, -7, 3, 105, 89, 4, 5
> Cc1ccc(C)c(N2CCN(c3nc4ccccc4c(=O)n3Cc3ccccc3)CC2)c1
 : 95, 7, 3, -1, 99, 93, -6, 12
> Cc1ccc(-c2nc3ccccc3nc2Cl)cc1
 : 99, 1, 11, -11, 90, 103, -9, -6
> CCOC(=O)c1c(C)[nH]c(C)c1C(=O)COC(=O)c1sccc1C
 : 93, 3, -2, 0, 98, 95, ., -3
> CC(C)CN(C(=O)c1cc([N+](=O)[O-])cc([N+](=O)[O-])c1)C1CCS(=O)(=O)C1 (stereo unspecified)
 : 105, -1, 5, 8, 95, 102, 1, 1
> Cc1ccc(NC(=O)C2C3CCC(O3)C2C(=O)O)cc1Cl (stereo unspecified)
 : 102, 0, -4, 14, 101, 97, 7, 1
> Cc1c(Br)cnn1C(C)C(=O)N1CCN(c2ccccc2F)CC1 (stereo unspecified)
 : 92, 1, 1, 5, 92, 93, ., 11
> O=C(C1CCCN(Cc2ccc(F)cc2)C1)N1CCCCC1 (stereo unspecified)
 : 109, 2, -5, -6, 87, 106, -8, -7
> CN(C(=S)NC(=O)C12CC3CC(CC(C3)C1)C2)c1ccc(O)cc1
 : 95, 2, -28, ., 99, 102, ., -18
> COc1ccc(N2C(=O)CC(c3ccc([N+](=O)[O-])cc3)C2=O)cc1 (stereo unspecified)
 : 106, 0, -2, 12, 90, 107, -2, -6
> O=CN1CCN(C(=O)c2ccc(Br)o2)CC1
 : 105, -3, 6, -4, 99, 105, 0, 0
> O=c1c2ccccc2nc2n1C(CSc1ccc(F)cc1)CN2 (stereo unspecified)
 : 112, -4, 8, -16, 110, 104, -7, 5
> COc1ccccc1C(=O)Nn1c(C2CCC2)nc2ccccc2c1=O
 : 103, 20, 15, -8, 101, 105, 9, 16
> CCN(CC)c1ccc(SS(=O)(=O)O)cc1
 : 91&102, 3&-3, -21&-27, -1&15, 91&109, 93&104, -4&2, -19&-19
> COC(=O)c1ccc(CSc2nc3scc(-c4cccs4)c3c(=O)[nH]2)o1
 : 39*[may fluoresce violet], 14, -4, 12, 104[may fluoresce violet], 178*[may fluoresce violet], 12, 0
> CCN(C(=O)COC(=O)CCC(=O)c1ccccc1)c1c(N)n(Cc2ccccc2)c(=O)[nH]c1=O
 : 106, 1, -6, -10, 111, 110, ., -4
> CCCn1c(=O)c(C(=O)NCCc2ccccc2)c(O)c2ccccc21
 : 105, 2, 2, 1, 92, 105, -3, 3
> O=C(c1ccccc1)N1CCN(C2CC3CCC2C3)CC1 (stereo unspecified)
 : 100, 3, -7, -6, 101, 101, 3, -4
> CC1CN(S(=O)(=O)c2cccc(C(=O)N(Cc3nnc(-c4ccccc4Cl)o3)C3CC3)c2)CC(C)O1 (stereo unspecified)
 : 89, -2, -6, -11, 94, 89, -12, -10
> CCOC(=O)c1c(CSc2ccccc2)oc2cc(Br)c(O)c(CN(C)C)c12
 : 95, 4, 5, -13, 100, 93, -2, 3
> COc1cccc(C=Nc2cccc3c(=O)[nH][nH]c(=O)c23)c1O
 : 111, -4, 13, -11, 110, 115, -10, -3
> COc1ccc(C(=O)Nc2ccc3nc(N4CCN(C)CC4)cc(C)c3c2)c(OC)c1
 : 109, -7, -13, 7, 99, 114, 4, -1
> CC(C)(C)OC(=O)CN1C(=O)S/C(=C\c2ccc(-c3cccc(C(=O)O)c3)o2)C1=O
 : 107, 1, -15, 10, 100, 116, -15, -10
> CCN(CC)C(=O)c1ccc(-c2ccccc2)cc1
 : 110, 8, -3, -4, 86, 89, 9, -2
> Cc1cc(-c2nc(C)c(C(=O)NNC(=O)NC(C)C)s2)no1
 : 95, 1, -10, -11, 112, 92, -13, -17
> COc1ccc(C(=O)OCC(=O)c2ccc(F)cc2)cc1OC
 : 99, 0, -4, ., 103, 102, ., 0
> COc1ccc(C(CNC(=O)c2ccccc2C)N2CCCC2)cc1 (stereo unspecified)
 : 88, -2, 11, -1, 89, 94, 7, -1
> COc1ccc(C)cc1Nc1n[n+](C)c(-c2c3ccccc3cc3ccccc23)s1
 : 102, 11, -5, -6, 107, 102, 5, -3
> O=C(CCn1c(=S)oc2ccccc21)NCCC1=CCCCC1
 : 97, 0, -3, 2, 104, 95, 3, -13
> CCOC(=O)c1sc2nc(N3CCOCC3)c3c(c2c1N)CCCC3
 : 107, 1, -6, -3, 92, 105, 1, -5
> CCOc1ccccc1NC(=O)NC1(C(=O)NCc2cccnc2)CCCCC1
 : 92, 2, -7, -2, 99, 105, 2, -3
> Cc1cnc(C(=O)Nc2nnc(C(C)C)s2)cn1
 : 98, 39, 7, 4, 96, 103, 0, 4
> Cc1noc2ncnc(Oc3ccccc3)c12
 : 99, 7, 8, -5, 100, 108, -8, -9
> COc1ccc(C(=S)N(C)C)cc1OC
 : 103, 2, -11, -4, 109, 118, 0, -6
> COc1ccc(-n2cc(C(=O)O)c(=O)cc2C)cc1
 : 112, 0, -6, -2, 104, 116, 10, -1
> COc1ccc(-c2cc(C)no2)cc1S(=O)(=O)NCCc1ccco1
 : 94, 3, -1, 12, 88, 99, -4, -2
> O=C(COc1ccc(Cl)cc1)NCCC1=CCCCC1
 : 101, 3, 8, -5, 101, 100, 1, -3
> O=C1CC2(CCN(C(=O)c3ccc([N+](=O)[O-])cc3)CC2)Oc2ccccc21
 : 101, 0, 0, 6, 101, 96, 16, -8
> Cc1cccc(N(CC(=O)N2CCOCC2)S(C)(=O)=O)c1
 : 100, 2, 10, -5, 96, 100, -2, 11
> O=C(NC(=S)Nc1ccccc1F)C1CCCCC1
 : 96, -1, -2, 2, 136, 97, 9, -3
> CN(C(=O)CSc1nc(C2CC2)nc2ccccc12)c1nc(-c2ccccc2)cs1
 : 105, 5, -5, -9, 102, 104, -6, 11
> O=S1(=O)[C@H]2C[C@@H]3C=C[C@@]2(CN1Cc1cccc(Cl)c1)O3
 : 99, 0, 2, 3, 111, 89, -3, 4
> Brc1ccc(C2=NC(Cc3ccccc3)CO2)cc1 (stereo unspecified)
 : 82, 2, -5, -14, 128, 73, -2, 12
> FC(F)Oc1cccc(NC(=S)N2CCN(c3ccccn3)CC2)c1
 : 110, 4, -1, 11, 94, 109, 6, -4
> COc1ccc2c(c1)c(=O)cc(C)n2CC(=O)NCc1ccco1
 : 97, 42, 12, 22, 98, 100, 1, 8
> Cc1cc(CNC(=S)Nc2ccc(S(=O)(=O)Nc3ncccn3)cc2)nn1C
 : 115, 1, 5, -9, 90, 105, -7, -2
> CCOC(=O)c1nnc(-c2cccs2)nc1NC(C)C
 : 94, 7, -6, 10, 86, 79, 3, -2
> O=C(CSc1nc2c(cnn2-c2ccc(F)cc2)c(=O)[nH]1)N1CCCc2ccccc21
 : 101, 9, 3, 13, 97, 101, 18, 4

Screening results from PubChem.
